# Compound activity (PubChem)
# OX1R antag-1 = antagonists of human orexin 1 receptor (OX1R) | AID 485270 | inhibition, % at 6.6 µM | hit rate 1.8% among 330,000 | OX1R-expressing cells, FRET antagonist read-out; in the data active means inhibition mostly above about 38%, no sharp cut-off; inactive means mostly below about 40%;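 further: 0% = agonist challenge alone and 100% = reference antagonist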
# Target sequence (O43613 whole entry, looked up): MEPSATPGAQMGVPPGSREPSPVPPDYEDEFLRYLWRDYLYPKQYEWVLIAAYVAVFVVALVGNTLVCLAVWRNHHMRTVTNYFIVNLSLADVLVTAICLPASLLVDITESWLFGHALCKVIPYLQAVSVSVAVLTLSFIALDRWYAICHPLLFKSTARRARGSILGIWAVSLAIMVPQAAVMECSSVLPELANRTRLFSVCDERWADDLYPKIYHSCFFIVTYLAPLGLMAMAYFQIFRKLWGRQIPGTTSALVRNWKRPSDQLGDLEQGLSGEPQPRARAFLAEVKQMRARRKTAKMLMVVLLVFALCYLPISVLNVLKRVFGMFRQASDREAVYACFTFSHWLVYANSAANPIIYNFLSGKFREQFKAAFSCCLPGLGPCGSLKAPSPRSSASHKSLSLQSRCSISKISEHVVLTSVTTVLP
# OX1R antag-2 = human HCRTR1 antagonism. AID 434989. hit rate 0.43% among 330,000. CHO/OX1R cells, Fluo-8 calcium fluorescence, orexin A. O43613. inhibition, % at 5 µM;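 active means inhibition above its plate's threshold, mean inhibition of all tested compounds on the plate plus 3 SD, cut at about 37% in these data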;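 further: 0% = orexin A challenge wells and 100% = SB-334867-A antagonist wells; not every result past the cut was called active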
# Starred values were filed as active, the others as inactive.
OX1R antag-1 | OX1R antag-2 | SMILES
19.6 | -18.9 | CCC(C)NC(=O)CSC1=Nc2ccccc2C2=NC(CC(=O)NCc3ccc(F)cc3)C(=O)N12 (configuration not stated)
5.7 | -2.5 | Cc1cc(SCc2c(F)cccc2Cl)nc(=O)[nH]1
15.9 | -13.5 | Cc1ccc(S(=O)(=O)NCc2ccccn2)c(C)c1
17.8 | 4.8 | CC(C(=O)NCc1ccco1)c1ccc([N+](=O)[O-])cc1 (configuration not stated)
30.6 | -12.6 | CC(C)NC(=O)NC(=O)COC(=O)Cc1ccsc1
15.0 | -22.3 | Cc1ccc(C)c(Oc2nnnn2-c2ccccc2)c1
8.2 | -8.5 | COc1ccccc1CNC(=O)C1CCC(CNS(=O)(=O)c2cccs2)CC1 (configuration not stated)
31.4 | -15.3 | CN(C)c1nc(OCCNC(=O)Nc2ccccc2)nc(N(C)C)n1
-1.3 | 2.0 | Cc1cccc(C(C)C)c1-n1nnnc1-c1ccccc1
2.3 | -6.6 | O=C(Nc1ccc(C(=O)NCc2ccccc2)cc1)C1=CSCCO1
48.6 | 13.5 | COc1cc(/C=C/C(=O)c2ccc(O)cc2)ccc1OCC#N
10.2 | -11.2 | COc1ccccc1N1CCN(C(c2ccccc2)c2nnnn2CCc2ccccc2)CC1 (configuration not stated)
6.5 | -7.4 | O=C(N/N=C/c1ccccn1)c1cccc(NC(=O)c2ccccc2Cl)c1
5.6 | -10.0 | CCNC(=O)/N=C1/NC(=O)C(C(C)C)O1 (configuration not stated)
27.2 | -3.6 | C#CCOCCOCCOCCNc1nc(N2CCN(C(=O)[C@H](CCCCN)n3cc([C@@H](N)CC(C)C)nn3)CC2)nc(N2CCN(C(=O)[C@H](Cc3cc4ccccc4[nH]3)n3cc([C@@H](N)Cc4ccc(O)cc4)nn3)CC2)n1
62.4* | 22.9 | COc1ccc(C)cc1NC(=O)c1ccccc1NS(=O)(=O)c1ccc(Cl)s1
0.1 | -4.8 | O=C(COC(=O)C12CC3CC(CC(C3)C1)C2)Nc1ccc2[nH]c(=O)[nH]c2c1
36.6 | 4.8 | O=C(Nc1ccc2nc(C3CC3)n(Cc3ccc(F)cc3)c(=O)c2c1)c1ccco1
28.6 | -6.6 | CC(C)CC(=O)Nc1nc2ccc(S(=O)(=O)N3CCOCC3)cc2s1
9.2 | -7.5 | COC(=O)c1sccc1NC(=O)CN(C)NS(=O)(=O)c1ccc(F)cc1
37.5 | 1.1 | O=C(N/N=C/c1ccncc1)c1cc2c(ccc3ccccc32)o1
21.4 | -11.7 | COC(=O)c1cc(-c2cccs2)nc2ccccc12
19.7 | -18.1 | COc1ccc(-c2cn3c(C)c(C(=O)NC(C)(C)C)sc3n2)cc1
23.4 | -17.4 | CC(C)NC(=O)c1onc(CSc2ccccn2)c1C(=O)NC(C)C
-3.4 | -0.1 | Cn1c(SCC(=O)Nc2nccs2)nnc1-c1cccnc1

# Structural class: those above containing an aryl thioether with sulfur outside any ring.
OX1R antag-1 | OX1R antag-2 | SMILES
5.7 | -2.5 | Cc1cc(SCc2c(F)cccc2Cl)nc(=O)[nH]1
23.4 | -17.4 | CC(C)NC(=O)c1onc(CSc2ccccn2)c1C(=O)NC(C)C
-3.4 | -0.1 | Cn1c(SCC(=O)Nc2nccs2)nnc1-c1cccnc1

# (list continues)
OX1R antag-1 | OX1R antag-2 | SMILES
23.1 | -1.0 | C=CCc1c(C)nc(-c2ccccc2)nc1Nc1ccc(O)cc1
4.9 | -8.1 | CCCCCCCOc1ccc(-c2ccc(C#N)cn2)cc1
4.6 | -20.0 | Cc1cccc(C)c1NC(=O)c1cnn(-c2ccccc2)c1C
9.2 | -9.6 | Cc1noc(C)c1CSc1nnc(-c2ccncc2)n1-c1cccc(Cl)c1C
1.1 | -13.2 | Cc1ccc(C(=O)Nc2ccc3c(c2)OCCO3)cc1S(=O)(=O)N1CCOCC1
7.0 | -10.7 | COc1ccc(S(=O)(=O)Nc2ccccc2C(=O)N2CCOCC2)cc1Cl
14.6 | -6.5 | CC(=O)c1c(C)nc2ccc(C)cc2c1-c1ccccc1
36.5 | -7.6 | Cc1cccc(/C=N/NC(=O)c2cc(C)nc3ccccc23)n1
19.9 | -23.8 | CCCCCCCCC/C(=N\O)c1ccccn1
30.5 | -6.4 | Cc1nc([N+](=O)[O-])c(C(=O)OCc2ccccc2C#N)n1C
6.6 | -24.4 | COc1ccc(CCNC(=O)Cn2nc(C(=O)O)c3ccccc3c2=O)cc1OC
10.9 | -34.5 | CC1(C)ON(C2CCCCC2)[C@H]2c3nc4ccccc4n3C[C@H]21
9.0 | -1.6 | Nc1c2c(nn1-c1ccccc1)CCC2
11.6 | -19.0 | CCOC(=O)c1cc(C)sc1NC(=O)c1ccc(Cl)s1
5.0 | -16.9 | O=C(Cc1cccs1)N(c1ccccc1)C1C=CS(=O)(=O)C1 (configuration not stated)
8.3 | 1.7 | COc1ccc(CCNC(=O)CSc2nncn2N)cc1OC
23.1 | -5.9 | CCOc1ccc(OCC)c(Nc2cc(C)nc3nc(C)nn23)c1
2.9 | -24.0 | Cc1onc(-c2ccccc2Cl)c1C(=O)NCCN1Cc2ccccc2C1=O
11.2 | -16.8 | Cc1ccc(-c2nnn(CC(=O)N(CCO)C(C(=O)NC(C)(C)C)c3ccncc3)n2)cc1 (configuration not stated)
3.6 | -3.5 | COC(=O)c1cc(S(=O)(=O)C(C)C)c(S(C)=O)s1 (configuration not stated)
2.5 | -5.2 | O=C(CN1CCCC1)NCC1(c2ccccc2)CCOCC1
10.6 | -32.4 | C=CCn1c(SCC(=O)Nc2ncc(Cc3cc(Cl)ccc3Cl)s2)nnc1-c1ccncc1
-1.4 | -15.8 | S=c1[nH]nc(-c2ccco2)n1/N=C/C(Cl)=C/c1ccccc1
11.0 | -23.9 | Cc1cccc(NC(=O)CSc2nnc(CSc3nc(C)cc(C)n3)o2)c1
7.4 | -7.8 | Nc1cc(=O)[nH]c(SCc2cccc3ccccc23)n1
10.9 | -13.8 | CNC(=O)COc1coc(CN2CCN(Cc3ccccc3)CC2)cc1=O
8.7 | -8.1 | COc1ccccc1NC(=O)COC(=O)C12CC3CC(CC(Cl)(C3)C1)C2
0.2 | 1.1 | CN1CCN(NC(=O)c2c(-c3ccccc3)sc3ccccc23)CC1
9.1 | -3.0 | Cc1cc(C)c(C#N)c(SCS(=O)Cc2ccccc2)n1 (configuration not stated)
19.1 | -26.6 | CCCCNc1nc2ccccc2nc1NS(=O)(=O)c1cccs1
12.6 | -7.7 | CCc1c(C(=O)c2ccc(Cl)cc2)oc2c(C)c3oc(=O)cc(C)c3cc12
22.7 | -21.7 | COc1ccc(CN(Cc2nc3ccccc3c(=O)[nH]2)C(=O)C(C)(C)C)cc1
28.0 | -21.2 | CN(C(=O)/C=C/c1ccc(F)cc1)C1CCCCC1
6.4 | -7.8 | COc1ccc(CCNC(=O)CSc2n[nH]c(C)c2[N+](=O)[O-])cc1OC
11.1 | -4.2 | Cn1c(N)c(C(=O)COC(=O)c2ccccc2NCc2ccco2)c(=O)n(C)c1=O
8.0 | -14.9 | Cc1ccc(OCCCNCCO)c(Br)c1
-4.8 | 2.1 | O=C(CC(=O)Nc1ccc(Cl)cc1Cl)Nc1ccc(Cl)cc1Cl
2.3 | -16.9 | CCC(C)(C)N(C(=O)CCC(=O)Nc1cc(C)on1)C(C(=O)NC(C)(C)C)c1ccc(OC)cc1 (configuration not stated)
31.9 | -36.2 | CC(CC(=O)NC1CCCC1)c1ccccc1 (configuration not stated)
28.8 | -4.8 | Cc1cccc(C)c1NC1=C(Cl)C(=O)OC1OC(C)C (configuration not stated)
4.4 | -2.9 | O=C(c1ccc(=O)[nH]n1)N1CCN(S(=O)(=O)c2ccccc2F)CC1
15.1 | 5.1 | C=C(C)c1cccc(C(C)(C)NC(=O)N2CCN(C)CC2)c1
21.7 | 9.3 | CC1CC(C)CN(CCCNC(=O)CCNC(=O)Cn2ccc3ccccc3c2=O)C1 (configuration not stated)
-2.8 | -16.8 | OCCCNc1cc(-c2ccccc2)nc2cc(-c3ccc(F)cc3)nn12
-0.7 | -16.7 | CCOc1ncccc1C(=O)Nc1cc(S(=O)(=O)N2CCCCC2)ccc1OC
4.3 | -1.0 | Cc1cc(NCc2ccncc2)ccc1Br
2.8 | -10.4 | O=C(COc1ccc(Cl)cc1)Nc1cc(NC(=O)COc2ccc(Cl)cc2)cc(C(=O)O)c1
9.3 | 7.5 | N#CCC(=O)Nc1ccc(C(=O)Nc2cccc(S(N)(=O)=O)c2)cc1
21.1 | -4.1 | COc1ccc(S(=O)(=O)N(C)c2ccc(C(=O)NCc3ccccn3)cc2)cc1
0.8 | -8.1 | CC(C#N)(NC(=O)CN1CCN(S(=O)(=O)c2ccc(Br)cc2Cl)CC1)C1CC1 (configuration not stated)

# (cont.)
OX1R antag-1 | OX1R antag-2 | SMILES
1.8 | -22.2 | COc1cc2c(cc1OC)C(c1ccc(Br)cc1)N(C(=O)c1ccccc1C(=O)O)CC2 (configuration not stated)
25.0 | 9.7 | Cc1cc(NC(=O)COc2ccc(N(C)S(=O)(=O)c3ccccc3)cc2)no1
8.1 | -17.4 | COc1nnc(-c2ccc(N3CCCCC3)c(NC(C)=O)c2)c2ccccc12
50.7* | 5.0 | Oc1ccc2ccccc2c1C=Nc1ccc(N2CCOCC2)cc1
12.2 | -13.3 | O=C(COc1ccc2ccccc2c1)Nc1nnc(-c2ccco2)s1
5.9 | -2.2 | CN(Cc1c(C(=O)N/N=C/c2ccc(F)cc2)nnn1-c1nonc1N)C1CCCCC1
13.4 | -22.6 | CN(c1ccccc1)S(=O)(=O)c1cccc(C(=O)Nc2ncn[nH]2)c1
12.4 | -13.2 | CCc1cc2cc(C)cc(C)c2[nH]c1=S
1.5 | -1.0 | O=C(Cn1cnc2c(nnn2Cc2ccc(Cl)cc2)c1=O)NC1CCCC1
6.4 | 25.9 | Cc1onc(-c2ccccc2Cl)c1C(=O)Nc1ccc(-n2nncc2C(C)(C)C)cc1
31.2 | -14.8 | O=[N+]([O-])c1nn(-c2ccc3c(c2)OCCO3)n(O)c1=NCc1ccccc1Cl
9.9 | -15.7 | COc1cc([N+](=O)[O-])ccc1NC(=S)NNC(=O)CCC(=O)Nc1ccccc1Cl
4.5 | -0.2 | COC(=O)c1ccc(CN2C(=O)NC3(CCC(C)CC3)C2=O)cc1 (configuration not stated)
7.6 | -11.7 | C[C@H](NC(=O)[C@H](Cc1ccccc1)NC(=O)c1cc2cc(Cl)ccc2n1C)C(=O)O
10.9 | -25.9 | COc1ccc(OC)c(NC(=O)c2cccc(NC(=O)c3ccccc3C(=O)O)c2)c1
7.6 | -5.2 | COc1cc(OC)cc(C(=O)NNC(=O)CN2C(=O)NC(C)(c3ccc(C)cc3)C2=O)c1 (configuration not stated)
8.4 | -19.3 | COc1ccc(C(=O)NCCS(=O)(=O)N2CCN(Cc3ccccc3)CC2)cc1
-0.2 | -29.0 | CCC(C)NC(=O)c1ccc(Cl)c(S(=O)(=O)Nc2ccccc2N2CCOCC2)c1 (configuration not stated)
18.1 | -17.1 | CC(NC(=O)CSc1nc(=O)cc(N)n1CCc1ccccc1)c1ccccc1 (configuration not stated)
-2.5 | 13.7 | Nn1c(SCC(=O)Nc2nc3ccccc3s2)nncc1=O
11.4 | -13.1 | CCCCN(Cc1ccccc1)C(=O)C1CCN(S(=O)(=O)c2c(C)noc2C)CC1
12.0 | 0.1 | Cc1ccccc1-n1c(SC(C)C(N)=O)nnc1-c1cccnc1 (configuration not stated)
7.8 | -25.8 | COc1ccc(-n2c(SCC(=O)Nc3ccc4c(c3)OCO4)nnc2C(C)N2CCCCC2)cc1 (configuration not stated)
6.8 | -15.2 | CCCCNC(=O)CSc1nnc(Cc2ccc(Cl)c(Cl)c2)c(=O)[nH]1
3.5 | -12.7 | O=C(NCCS(=O)(=O)c1ccc(Br)cc1)c1ccccc1
20.7 | -14.7 | Cc1ccc(S(=O)(=O)CCCS(=O)(=O)c2ccc(C)cc2)cc1
44.3 | -18.3 | COc1cc([N+](=O)[O-])ccc1NC(=O)C[n+]1cccc(C(C)=O)c1
7.3 | -10.3 | CN(C)S(=O)(=O)c1cccc(NC(=O)COC(=O)CCC(=O)c2cccs2)c1
15.2 | -6.1 | CC(=O)Nc1ccc(C(=O)Nc2nc(-c3cccnc3)cs2)cc1
16.0 | -29.8 | COc1cccc(-c2c(C(=O)N/N=C(\C)c3ccncc3)nnn2-c2nonc2N)c1
10.1 | -14.4 | CCCOc1cccc(C2/C(=C(/O)c3ccc4c(c3)CC(C)O4)C(=O)C(=O)N2CCN2CCOCC2)c1 (configuration not stated)
9.9 | -2.1 | CCOC(=O)CCNC(=O)CNC(=O)OCc1ccccc1
12.1 | -39.8 | Cc1cccc(NC(=O)c2ccccc2NC(=O)c2ccccc2)n1
15.7 | -3.8 | Cc1ccc(C(=O)N2CCC3(CC2)Oc2ccc(Cl)cc2C(=O)C32CC(c3ccccc3)=NO2)s1 (configuration not stated)
21.4 | -14.8 | Cc1ccc(NC(=O)CN(C)CC(=O)Nc2c(C)cccc2C)c(Br)c1
3.8 | -32.3 | CCOc1ccc(C(C)NC(=O)Nc2ccccc2C(=O)OC)cc1 (configuration not stated)
-0.3 | 0.3 | COc1ccc(/C=N/NC(=O)c2ccc(NC(C)=O)cc2)cc1COc1ccc(F)cc1F
44.1 | -8.7 | Cc1nc(C(=O)NC2CCOCC2)sc1C1(C)CC(c2ccccc2)=NO1 (configuration not stated)
6.8 | -1.7 | Cc1csc(SCC(=O)Nc2sccc2C#N)n1

# A different layout for 5 compounds above:
# Every second line gives: OX1R antag-1	OX1R antag-2
Cc1cccc(NC(=O)c2ccccc2NC(=O)c2ccccc2)n1
 : 12.1	-39.8
Cc1ccc(C(=O)N2CCC3(CC2)Oc2ccc(Cl)cc2C(=O)C32CC(c3ccccc3)=NO2)s1 (configuration not stated)
 : 15.7	-3.8
Cc1ccc(NC(=O)CN(C)CC(=O)Nc2c(C)cccc2C)c(Br)c1
 : 21.4	-14.8
CCOc1ccc(C(C)NC(=O)Nc2ccccc2C(=O)OC)cc1 (configuration not stated)
 : 3.8	-32.3
COc1ccc(/C=N/NC(=O)c2ccc(NC(C)=O)cc2)cc1COc1ccc(F)cc1F
 : -0.3	0.3
